Source: PubChem (several laboratories)
RGS4 pot = RGS4 potentiators or activators, primary screen, cell-based, HEK293 M3R inducible RGS4, calcium flux; 310,000 tested, 0.92% active; B-score at 10 µM; carbachol calcium flux Fluo4; hits give low values;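 active = B-score of the integrated calcium signal more than 4 SD below the library mean, with starting fluorescence not abnormally high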;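 note: negative B-score means reduced calcium response which marks RGS4 activation or potentiation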
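test system = HEK293 cells with stable M3R and inducible RGS4 | schedule = recording 10 s baseline at 1 Hz, 100 s post-agonist | technique = Fluo4-AM (2 µM) calcium-flux fluorescence, kinetic read | measure = Agonist-evoked peak-minus-minimum fluorescence over baseline, integrated ratio, B score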
KCNK3 block = human KCNK3 channel inhibitors, primary screen, CHO cells, FluxOR thallium flux, B-score | FluxOR fluorescence; hits give low values | B-score at 10 µM | 340,000 tested, 0.84% active;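 active = B-score under library mean minus 4 SD, starting fluorescence ratio at most library mean plus 5 SD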;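 note: more negative B-score means stronger inhibition of thallium flux through KCNK3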
HDAC3 inhib = HDAC3 deacetylase inhibitors, primary screen, biochemical, fluorescence, cell-free homogeneous. AID 2718, 2010. Histone deacetylase 3 (Homo sapiens), O15379. 320,000 tested, 0.15% active. inhibition, % at 8.3 µM. recombinant HDAC3, fluorogenic peptide/trypsin coupled; in the data active = inhibition above about 26%, passing the limit was not always enough; inconclusive = no clear call, values can overlap the other calls
Target sequence (O15379 whole entry, looked up): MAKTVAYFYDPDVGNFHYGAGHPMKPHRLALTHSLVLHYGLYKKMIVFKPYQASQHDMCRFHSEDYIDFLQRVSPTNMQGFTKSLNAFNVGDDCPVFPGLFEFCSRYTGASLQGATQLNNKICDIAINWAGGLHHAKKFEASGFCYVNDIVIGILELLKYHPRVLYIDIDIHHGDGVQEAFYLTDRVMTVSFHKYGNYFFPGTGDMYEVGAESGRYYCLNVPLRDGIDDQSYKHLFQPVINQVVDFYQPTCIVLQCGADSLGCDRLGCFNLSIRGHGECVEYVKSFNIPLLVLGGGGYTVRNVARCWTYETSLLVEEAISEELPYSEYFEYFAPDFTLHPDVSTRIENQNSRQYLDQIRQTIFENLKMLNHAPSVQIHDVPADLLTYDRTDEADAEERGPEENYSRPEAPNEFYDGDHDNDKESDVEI
Dyrk1A ADPGlo = rat Dyrk1A kinase inhibitors, primary screen, biochemical, single point, plate reader; ADP-Glo luminescence, NFATc1 peptide; inhibition, % at 12.5 µM; 310,000 tested, 0.43% active; AID 504441, 2011; in the data active = inhibition above about 50%;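 note: plate controls were vehicle with enzyme for no effect and no enzyme for full effect; many of its hits are not listed in these tables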
KCNK9 inh = KCNK9 potassium channel inhibitors, primary screen, HEK293 cells, thallium flux | B-score at 10 µM | Potassium channel subfamily K member 9 (Homo sapiens), Q9NPC2 | AID 488922, 2010 | FluxOR thallium flux fluorescence; hits give low values | 310,000 tested, 1.2% active;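 active = ratio B-score over 3 SD below the library mean, with starting fluorescence within 5 SD of its mean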;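 note: negative B-score means less thallium flux so channel inhibition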
GSK3B inh = human GSK3beta kinase inhibitors, primary screen, biochemical, cell-free homogeneous, HTS | Glycogen synthase kinase-3 beta (Homo sapiens), P49841 | GST-GSK3beta kinase, ADP-Glo luminescence, 60 min; hits give low values | activity score (negative = inhibition), % at 10 µM | 300,000 tested, 0.038% active;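 active = more than half of replicate wells score below -50%, meaning over 50% inhibition versus plate controls; inconclusive = some replicates but at most half score below -50%; inactive = no replicate scores below -50%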;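 note: 0% = median DMSO wells and -100% = median GW8510 positive control wells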
Target sequence (P49841 whole entry, looked up): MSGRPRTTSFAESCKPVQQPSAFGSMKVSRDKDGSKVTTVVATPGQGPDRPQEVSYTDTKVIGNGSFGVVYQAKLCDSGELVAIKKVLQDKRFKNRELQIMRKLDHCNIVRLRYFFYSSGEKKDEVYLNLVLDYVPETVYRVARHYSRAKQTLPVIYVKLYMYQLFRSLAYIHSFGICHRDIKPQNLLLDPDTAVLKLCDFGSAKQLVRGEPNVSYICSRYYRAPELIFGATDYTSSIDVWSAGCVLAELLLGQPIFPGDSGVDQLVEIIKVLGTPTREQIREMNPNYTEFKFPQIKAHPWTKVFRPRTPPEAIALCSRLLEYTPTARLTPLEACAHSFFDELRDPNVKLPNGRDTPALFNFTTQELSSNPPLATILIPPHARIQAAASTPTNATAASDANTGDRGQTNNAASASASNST
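test system = GST-tagged human GSK3beta kinase, cell-free | reagent = 25 µM ATP with peptide substrate | dosing = one dose of 10 µM per compound | schedule = 60 min reaction, RT | detection = luminescent ADP-Glo measurement of ADP formed | control set = DMSO neutral wells and GW8510 at 20 µM as positive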
KCNQ1 pot = potentiators or activators of KCNQ1 channel, primary screen, cell-based, thallium flux, high-throughput; CHO-K1 KCNQ1, thallium flux FluxOR fluorescence; hits give high values; Potassium voltage-gated channel subfamily KQT member 1 (Homo sapiens), P51787; AID 2648, 2010; B-score at 10 µM; 310,000 tested, 0.35% active;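 active = fluorescence ratio B-score, a plate-corrected score, at least three library SD, with initial intensity B-score within 5 SD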
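Medium – assay buffer, equal DMSO in all wells · Material – CHO-K1 cell line with stable KCNQ1 potassium channel expression · Signal – kinetic FluxOR thallium fluorescence, 10-s 1-Hz baseline, 110-s post-stimulus read · Compound – single concentration per compound, DMSO matched to controls · Schedule – 37 °C overnight plating, 90-min dark dye load, 20-min compound pretreatment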
hERG protect = hERG rescue from dofetilide block, primary screen, cell-based, CHO-hERG, FluxOR thallium flux, dofetilide IC70. Voltage-gated inwardly rectifying potassium channel KCNH2 (Homo sapiens), Q12809. dofetilide IC70 present. activation (rescue from dofetilide block), less the hit threshold, % at 10 µM. 310,000 tested, 0.51% active. AID 1511, 2009;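 active = activation above the mean of controls blocked by dofetilide plus 5 SD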;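 note: thallium influx through hERG after potassium depolarization seen as dye fluorescence rise; in these data hits start at about 4.7%; inactives centre near -7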
PolyA inhibitor = polyadenylation inhibitors in yeast reporter cells, primary screen, luminescence, S. cerevisiae | AID 1875, 2009 | calls only at 12 µM | 300,000 tested, 0.02% active | S. cerevisiae SKY197-pL101 polyadenylation reporter, beta-gal luminescence; efflux-impaired pdr1/pdr3 knockout yeast; score 100 = 6 SD above DMSO;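 active = lowest replicate activity score at least 50, where 100 means six control SD above control mean; inconclusive = lowest score under 50 but half or more replicates reach 50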;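 note: yeast exposed to compound for 9 h at 30 °C; higher score means more reporter readthrough which indicates perturbed polyadenylation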
GSK3 alpha inh = blockers of GSK3A enzyme activity – biochemical, luminescence, cell-free homogeneous, HTS, primary screen; Glycogen synthase kinase-3 alpha (Homo sapiens), P49840; GSK-3 alpha kinase, ADP-Glo luminescence, 60 min; inhibition, % at 10 µM; 320,000 tested, 0.1% active; AID 2650, 2010;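 in the data active = inhibition above about 50%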;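 note: GST-tagged GSK-3 alpha with peptide substrate and 25 µM ATP; 0% = DMSO neutral wells and 100% = GW8510 positive control wells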
KCNQ1 block = inhibitors of human KCNQ1 channel, primary screen, cell-based, thallium flux, high-throughput. Potassium voltage-gated channel subfamily KQT member 1 (Homo sapiens), P51787. CHO-K1 KCNQ1, FluxOR thallium flux fluorescence; hits give high values. B-score at 10 µM. 310,000 tested, 1.3% active;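 active = compounds whose thallium flux B-score, printed positive for inhibition, exceeds three library SD while starting fluorescence stays within three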;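 note: channel opened by potassium depolarization with thallium stimulus after 20 min compound exposure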
* = called active by the depositor; i = inactive; ? = inconclusive; / = no result given. Not all compounds are listed; rates above refer to the full screens.

Results follow in this order: RGS4 pot	KCNK3 block	HDAC3 inhib	Dyrk1A ADPGlo	KCNK9 inh	GSK3B inh	KCNQ1 pot	hERG protect	PolyA inhibitor	GSK3 alpha inh	KCNQ1 block
CC(C)NC(=O)CC(c1ccccc1)c1cc(Br)ccc1O (centres undefined)
    i	i	0.3	-2.4	i	2.6	i	-18.2	i	-1.0	i
Cc1cc(N2CCN(C(=O)c3ccco3)CC2)n2nc(-c3cccc(Cl)c3)cc2n1
    i	i	-4.7	6.4	i	1.2	i	-8.5	i	-2.6	i
CCCCCCC(=O)N(O)C1CC(=O)N(c2ccc(C)cc2)C1=O (centres undefined)
    i	i	?	0.4	i	3.5	i	-24.4	i	0.1	i
COCCCNC(=O)Cn1c(=O)n(CCCCCC(=O)Nc2ccccc2)c(=O)c2sccc21
    i	i	-11.4	2.8	i	-0.2	i	-5.8	i	1.8	i
O=C(Nc1cc(C(=O)N2CCCC2)ccc1N1CCCC1)C1CC1
    i	i	8.8	-91.7	i	-2.1	i	-8.3	i	-2.4	i
CCOC(=O)c1cnn(CCOC(=O)C(C)(C)C)c1NC(=O)C(C)(C)C
    i	i	-4.9	-2.5	i	2.0	i	-6.7	i	-3.3	i
NN(Cc1ccccc1)C(=S)Nc1ccc(Cl)c(Cl)c1
    i	i	?	3.2	i	1.1	i	-6.2	i	-2.5	i
COc1ccc(CC(=O)Nc2ccc(S(=O)(=O)Nc3onc(C)c3C)cc2)cc1OC
    i	i	0.2	-7.3	i	1.6	i	-4.4	i	-0.9	i
N#C/C(C(=O)N1CCCCC1)=C1/N=C(N)c2ccccc21
    i	i	-2.5	1.2	i	-0.1	i	-8.0	i	-0.2	i
COC(=O)COc1ccc(S(=O)(=O)N2CCCCCC2)cc1C
    i	i	5.1	-3.5	i	-0.6	i	-3.4	i	0.8	i
CCOC(=O)c1nn(-c2cccc(Cl)c2)c(C)c1C(C)=O
    i	i	-5.6	0.4	i	2.1	i	-11.5	i	3.1	i
O=C(Nc1ccc(F)cc1)c1ccc(S(=O)(=O)NCc2cccnc2)cc1
    i	i	-0.6	2.0	i	-3.9	i	-7.8	i	-0.9	i
O=C1c2cccc3cccc(c23)C(=O)N1Cc1cccnc1
    i	i	-0.1	/	i	1.5	i	-4.1	i	-3.0	i
O=C1CC(N2CCOCC2)C(=O)N1Cc1ccc(N2CCCC2=O)cc1 (centres undefined)
    i	i	-1.0	1.4	i	-1.4	i	1.9	i	2.5	i
Cc1ccc(-c2noc(CNS(=O)(=O)c3ccccc3)n2)cc1
    i	i	6.3	-5.9	i	-2.3	i	-7.8	i	-2.1	i
CCOC(=O)N1CCN(C(=O)c2cc(C)c3c(C)nn(-c4ccccc4)c3n2)CC1
    i	i	4.6	27.8	i	-1.3	i	-10.8	i	-4.5	i
O=C(NCc1ccccc1Cl)c1cccc(C(F)(F)F)c1
    i	i	-3.5	7.3	i	-0.2	i	-7.7	i	-1.1	i
COc1ccc(Br)cc1CNC(=O)C1CCCN(S(C)(=O)=O)C1 (centres undefined)
    i	i	2.8	-5.9	i	0.3	i	-6.1	i	-3.7	i
CN(C)S(=O)(=O)c1ccc(/C(O)=C2/C(=O)C(=O)N(CCCN3CCOCC3)C2c2ccncc2)cc1 (centres undefined)
    i	i	3.8	-2.4	i	3.1	i	-11.0	i	-0.6	i
COc1cccc(C(=O)Nc2nnc(-c3ccccc3)s2)c1OC
    i	i	-1.6	0.7	i	-7.1	i	-9.1	i	-0.4	i
CSCC[C@H](NC(=O)C1CCCC1)c1nc2ccccc2[nH]1
    i	i	0.9	0.0	i	-3.2	i	-9.2	i	-2.0	i
Cc1ccc(C(C)(C)C)cc1S(=O)(=O)NC(=O)c1ccccc1
    i	i	0.9	0.9	i	6.9	i	-1.8	i	-5.9	i
Cc1c(C(=O)N2CC(C)OC(C)C2)sc2nc(-c3ccc(F)cc3)cn12 (centres undefined)
    i	i	3.1	-0.5	i	2.1	i	-11.7	i	0.4	i
CC1CCN(C(=O)COC(=O)[C@H](C)NS(=O)(=O)/C=C/c2ccccc2)CC1
    i	i	-0.3	-4.4	i	-2.7	i	-2.8	i	3.2	i
N=c1sccn1CC(=O)Nc1ccccc1Oc1ccccc1
    i	i	-1.6	2.0	i	1.5	i	-11.6	i	19.6	i
CC(C)(C)C(=O)NCCn1ccc2ccccc21
    i	i	6.0	-1.2	i	-5.0	i	-8.9	i	-6.1	i
Cc1sc2ncnc(OCC(=O)NCc3cccs3)c2c1C
    i	i	9.2	10.6	i	-0.5	i	-6.7	i	-0.5	i
C=CCn1c(SCC(=O)NC2(C#N)CCCCC2)nnc1-c1ccncc1
    i	i	4.2	-4.3	i	2.9	i	-11.4	i	0.1	i
COc1cc(-c2cn[nH]c2N)cc(OC)c1OC
    i	i	2.2	-10.1	i	0.8	i	-13.1	i	1.1	i
Cc1ccccc1NC(=O)CSc1[nH]c(=O)cc(C)c1C#N
    i	i	4.2	57.8*	i	2.4	i	-2.6	i	-6.2	i

Quoted at random: three compounds from above, in no set order.
Results follow in this order: RGS4 pot	KCNK3 block	HDAC3 inhib	Dyrk1A ADPGlo	KCNK9 inh	GSK3B inh	KCNQ1 pot	hERG protect	PolyA inhibitor	GSK3 alpha inh	KCNQ1 block
COc1cc(-c2cn[nH]c2N)cc(OC)c1OC
    i	i	2.2	-10.1	i	0.8	i	-13.1	i	1.1	i
CSCC[C@H](NC(=O)C1CCCC1)c1nc2ccccc2[nH]1
    i	i	0.9	0.0	i	-3.2	i	-9.2	i	-2.0	i
COc1ccc(Br)cc1CNC(=O)C1CCCN(S(C)(=O)=O)C1 (centres undefined)
    i	i	2.8	-5.9	i	0.3	i	-6.1	i	-3.7	i

Remaining list, next part
Results follow in this order: RGS4 pot	KCNK3 block	HDAC3 inhib	Dyrk1A ADPGlo	KCNK9 inh	GSK3B inh	KCNQ1 pot	hERG protect	PolyA inhibitor	GSK3 alpha inh	KCNQ1 block
COc1ccc2ccccc2c1/C=N/NC(=O)c1nnn(-c2nonc2N)c1C(C)C
    -7.06*	i	2.7	3.7	i	1.8	i	-4.7	i	3.6	i
O=C1c2ccccc2C(=O)C12OC2c1cccc2ccccc12 (centres undefined)
    i	i	1.5	1.2	i	-10.0	i	-4.1	i	0.6	i
c1cc2c3c(cccc3c1)NC1(CCC3(CC1)Nc1cccc4cccc(c14)N3)N2
    -8.22*	i	-31.7	/	i	-1.9	i	-8.2	i	0.2	11*
CC1CCCC(=C\c2ccccc2)/C1=N/O (centres undefined)
    i	i	5.9	0.6	i	0.7	i	-2.9	i	-3.9	i
CC(=O)c1c(C(C)=O)c(C)n(NC(=O)c2ccc(Cl)cc2)c1C
    i	i	-1.6	2.4	i	2.8	i	-11.2	/	-2.3	i
CC(=O)NS(=O)(=O)c1ccc(N=NN2CCOCC2)cc1
    i	i	4.7	-1.9	i	2.4	i	-5.7	i	-3.2	i
CCC(C)c1ccccc1NC(=O)COC(=O)c1ccc2[nH]c3c(c2c1)CCCC3 (centres undefined)
    i	i	13.4	-2.3	i	0.1	i	-7.2	i	-1.0	i
CC1CN(C(=O)c2ccccc2Oc2ccccc2)CC(C)O1 (centres undefined)
    i	i	-2.2	/	i	2.1	i	-1.1	i	0.6	i
CCCCSc1nsc(NC(C)=O)n1
    i	i	-0.3	5.1	i	-1.6	i	-12.4	i	3.4	i
Cc1n[nH]c(C)c1CCOc1ccc(C(C)C)cc1
    i	i	16.6	-2.2	i	1.2	i	-9.5	i	-1.5	i
CCOC(=O)CCCn1c(C)nc(=O)c(-c2ccccc2)c1C
    i	i	10.5	6.3	i	0.8	i	-3.4	i	0.1	i
Brc1c(NC2=NCCN2)ccc2nccnc12
    i	/	/	/	i	4.3	i	-3.1	i	/	i
S=C(Nc1ccc2c(c1)OCO2)NC1CCN(Cc2ccccc2)CC1
    i	i	7.7	-12.3	i	1.0	i	-16.9	i	-0.4	i
CC(/C=N\NC(=O)c1cccnc1)c1ccccc1 (centres undefined)
    i	i	8.2	5.9	i	-0.2	i	-7.8	i	-1.1	i
CSCC[C@H](NC(=O)C1CCN(S(=O)(=O)c2ccc(C)cc2)CC1)C(=O)NCc1ccco1
    i	i	-2.4	-8.2	i	1.6	i	-13.4	i	-1.5	i
CC(/C=C/C=C/c1ccccc1)=N/NC(=O)CNc1ccc(C)cc1
    i	i	-1.2	-1.4	i	-0.2	i	-4.2	i	-1.6	i
Cc1ccc(C)c(NS(=O)(=O)c2c(C)nc3sccn3c2=O)c1
    i	i	5.0	-3.5	i	-0.2	i	-9.4	i	1.9	i
CCCS(=O)(=O)NCCc1cc2ccc(C)cc2[nH]c1=O
    i	i	4.6	-2.8	i	0.1	i	0.9	i	0.3	i
O=C(/C=C/c1ccc(O)cc1)c1ccc(NC2=C(N3CCCCC3)C(=O)c3ccccc3C2=O)cc1
    i	i	10.4	-3.3	i	-1.3	i	-11.1	i	-4.5	i
CCN(c1cccc(C)c1)S(=O)(=O)c1ccc(-c2ccc(=O)[nH]n2)o1
    i	i	0.6	-1.6	i	0.4	i	-4.8	i	-4.7	i
COc1ccc(CNCCCSc2ncccn2)c(OC)c1
    i	i	5.5	-0.2	i	-6.7	i	-2.1	i	0.1	i
CC(C)Oc1ccc(C(=O)N2CCN(C(=O)c3ccco3)CC2)cc1
    i	i	-5.6	-0.1	i	-3.0	i	-1.9	i	-1.0	i
